PvdQ acylase: blocks Pseudomonas aeruginosa PvdQ acylase activity; inhibition, % at 10 µM; 340,000 compounds, 0.063% hits; purified PvdQ acylase, fluorescence plate reader; in the data active = inhibition above about 30%, passing the limit was not always enough; inconclusive = no clear call, values can overlap the other calls;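 also: 0% = vehicle neutral wells and 100% = reference inhibitor wells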
dFosB act: enhances mouse delta FosB homodimer DNA binding. P13346. purified delta FosB, TAMRA-CDK5 oligo fluorescence polarization; percent of positive-control signal above neutral wells. activation, % at 25 µM. 340,000 compounds, 0.99% hits. AID 493131;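 active = mean activation above about 17%, with every replicate also reaching it, limit read from the data, passing the limit was not always enough; inconclusive = only one of the two conditions met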;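 also: fluorescence polarization rise as delta FosB binds a TAMRA Cdk5 AP-1 oligo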
Target sequence (P13346 whole entry, looked up): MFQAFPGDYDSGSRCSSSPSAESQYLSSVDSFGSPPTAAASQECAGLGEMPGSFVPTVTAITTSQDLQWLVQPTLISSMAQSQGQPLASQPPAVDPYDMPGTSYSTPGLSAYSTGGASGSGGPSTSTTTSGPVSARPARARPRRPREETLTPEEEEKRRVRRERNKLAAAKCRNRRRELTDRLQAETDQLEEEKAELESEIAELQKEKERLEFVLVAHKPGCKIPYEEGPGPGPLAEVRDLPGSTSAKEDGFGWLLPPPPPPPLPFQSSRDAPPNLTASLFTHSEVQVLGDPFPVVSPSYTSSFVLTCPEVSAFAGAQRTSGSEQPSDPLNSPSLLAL
Rtt109 HAT inh: inhibitors of Candida albicans Rtt109/Vps75 histone acetyltransferase; 330,000 compounds, 0.16% hits; AID 540336; inhibition, % at 34.9 µM; purified Rtt109/Vps75, ThioGlo CoA-SH fluorescence, 4 h; Q5AAJ8;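 active = inhibition of at least 50% in every replicate; inconclusive = best replicate reaches 50% inhibition but some replicates fall short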
Target sequence (Q5AAJ8 whole entry, looked up): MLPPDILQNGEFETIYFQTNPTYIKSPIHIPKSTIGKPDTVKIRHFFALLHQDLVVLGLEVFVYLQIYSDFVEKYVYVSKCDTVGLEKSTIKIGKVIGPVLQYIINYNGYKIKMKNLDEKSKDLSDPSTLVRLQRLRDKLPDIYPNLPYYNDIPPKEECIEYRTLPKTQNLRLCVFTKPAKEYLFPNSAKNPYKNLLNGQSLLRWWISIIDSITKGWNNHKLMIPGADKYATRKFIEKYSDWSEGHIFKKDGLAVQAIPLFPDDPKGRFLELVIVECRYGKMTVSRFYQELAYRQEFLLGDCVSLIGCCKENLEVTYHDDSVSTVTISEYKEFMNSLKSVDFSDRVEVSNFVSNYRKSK
HTR5A ag ctr: HTR5A agonism, opioid heterodimer counter-screen; P47898; HTR5A agonist assay, luminescence, cell-based; 340,000 compounds, 0.61% hits; activation, % at 9.3 µM; in the data active = activation mostly above about 9.5%, no sharp cut-off; inactive = mostly below about 7.6%;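 also: 0% = cells with vehicle only and 100% = reference agonist; strong numbers were not always called active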
Target sequence (P47898 whole entry, looked up): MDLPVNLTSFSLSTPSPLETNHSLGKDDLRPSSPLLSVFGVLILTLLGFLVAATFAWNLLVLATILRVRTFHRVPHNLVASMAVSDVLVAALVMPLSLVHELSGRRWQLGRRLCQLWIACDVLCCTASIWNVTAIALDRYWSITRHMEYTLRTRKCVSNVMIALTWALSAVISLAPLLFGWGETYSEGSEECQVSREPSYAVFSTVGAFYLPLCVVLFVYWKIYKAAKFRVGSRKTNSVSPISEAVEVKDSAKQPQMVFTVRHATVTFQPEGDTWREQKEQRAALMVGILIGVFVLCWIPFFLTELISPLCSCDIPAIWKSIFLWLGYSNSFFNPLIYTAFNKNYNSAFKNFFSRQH
cardiac RTF act: increases calcium sensitivity of human cardiac regulated thin filaments | IANBD-labeled TnC RTF fluorescence at EC20 calcium; 0% EC20 calcium, 100% full calcium | activation, % at 7.2 µM | 340,000 compounds, 0.24% hits | AID 493008;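 active = activation above the mean over all tested compounds plus 3 SD, cut at about 30% in these data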;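 also: rise in fluorescence read as greater calcium sensitivity of cardiac thin filaments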
MITF TRPM1 HTS: activators of MITF-driven TRPM1 promoter activity in SK-MEL-5 cells; SK-MEL-5 TRPM1-promoter luciferase, 24 h; % of positive control, neutral wells = 0; activation, % at 12.5 µM; 300,000 compounds, 0.75% hits; AID 588334;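 active = mean activation of at least 80% with every replicate also reaching 80%; inconclusive = mean reaches 80% but some replicate falls short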;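 also: 0% = neutral control wells and 100% = parthenolide positive control wells; values of inactives mirror those of a sister screen read the other way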
Wnt bcat act: activators of Wnt/beta-catenin signaling; Wnt/beta-catenin reporter cell assay, activator, plate reader; activation, % at 9.35 µM; 300,000 compounds, 1.2% hits; in the data active = activation above about 30%, passing the limit was not always enough; inconclusive = no clear call, values can overlap the other calls;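 also: 0% = neutral control wells and 100% = positive control wells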
SR-BI uptake up: enhances SR-BI lipid uptake from DiI-HDL. CHO ldlA[mSR-BI] cells, DiI-HDL uptake fluorescence, 3 h; 100 = double the neutral-control signal. activation, % at 12.5 µM. 320,000 compounds, 0.096% hits. AID 504775;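 active = mean replicate activation of at least 60% and every replicate at or above 60%; inconclusive = mean or all-replicate condition met, but not both; inactive = mean below 60% and not all replicates reaching 60%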;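 also: 0% = median plate neutral-control signal and 100% = twice that signal; values of inactives mirror those of a sister screen read the other way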
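Test system: SR-BI-overexpressing, LDLR-lacking CHO cells; Medium: Ham's F12 with 0.5% BSA, HEPES 25 mM, pH 7.4; Schedule: 3 h, 37 °C; Technique: bottom-read fluorescence, 550/595 nm.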
CDK5 p35 inh: blocks human CDK5/p35 kinase activity. Q00535+Q15078. Recombinant CDK5/p35, ADP-Glo luminescence, 60 min. inhibition, % at 10 µM. 330,000 compounds, 0.01% hits;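 active = highest replicate inhibition of at least 50% and at least 75% of replicates reaching 50%; inconclusive = only one of the two criteria met; inactive = both criteria failed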;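 also: plate controls were DMSO neutral control for no effect and GW8510 at 10 µM for full effect; many of its hits are not listed in these tables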
SR-BI DiI inh: mouse SR-BI HDL lipid transfer inhibition; 320,000 compounds, 0.96% hits; ldlA[mSR-BI] CHO cells, DiI-HDL uptake fluorescence, 3 h; inhibition, % at 12.5 µM; Q61009;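 active = mean replicate inhibition of at least 70% and a set share of replicates each scoring 70 or more; inconclusive = meets just one of the two criteria; inactive = fails both criteria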;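 also: 0% = median of neutral control wells and 100% = median of positive control wells; values of inactives mirror those of a sister screen read the other way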
Active calls of the source: *; ? = inconclusive; . = not tested or not shown. Rows were taken by chance; 4.4% or so of the library scored in one or more.

Values run as follows: PvdQ acylase	dFosB act	Rtt109 HAT inh	HTR5A ag ctr	cardiac RTF act	MITF TRPM1 HTS	Wnt bcat act	SR-BI uptake up	CDK5 p35 inh	SR-BI DiI inh
> O=C(Nc1ccc(OC(F)(F)F)cc1)N1CCN(c2ccnc3cc(Cl)ccc23)CC1
  -2	39*	6	6	-4	.	-4	-53	0.6	53
> CCn1c(=O)n(CC)c2cc(S(=O)(=O)N3CCc4ccccc43)ccc21
  -11	-10	6	-1	-2	-9	.	11	-2.8	-11
> COc1ccc(S(=O)(=O)N2CCOC2CNC(=O)C(=O)NCCCn2ccnc2)cc1OC (stereo not given)
  -15	-1	-2	3	5	.	2	9	-8.4	-9
> CC(C)(C)OC(=O)C[C@@H]1C/C=C\C[C@@H](CC(=O)N(CCO)Cc2ccccc2)C(=O)N[C@H](C(C)(C)C)COC1=O
  -17	-14	10	-4	-4	7	-1	5	-1.8	-5
> O=S(=O)(Cc1ccc(Cl)cc1)c1ncc(CO)n1Cc1ccccc1
  -5	1	-6	8	1	-4	-1	1	0.5	-1
> CCn1c(SCC(=O)NC2CCCCC2)nnc1C(C)NC(=O)c1ccccc1F (stereo not given)
  1	8	7	-1	3	-2	2	18	0.8	-18
> C/C(=N\Nc1ccccc1)c1cc2ccccc2oc1=O
  7	-4	-4	3	4	21	4	-2	-1.4	2
> Cc1nc2ccc(NC(=O)NC(=O)c3c(Cl)cccc3Cl)cc2o1
  -15	4	0	3	-1	15	-2	-12	0.7	12
> Cc1nnc(SCC(=O)N2CCOCC2)n1C
  -8	4	-3	7	-3	-3	.	-1	-0.5	1
> CC1=C(C(N)=O)C(c2ccccc2F)n2nc(CCCO)nc2N1 (stereo not given)
  5	-2	-6	1	4	-5	.	3	3.6	-3
> COc1ccccc1NC(=O)C1CCN(C(=O)C2CC(=O)N(c3ccc(C)cc3)C2)CC1 (stereo not given)
  -7	0	-4	-4	-2	5	-2	.	0.6	.
> Cc1ncc([N+](=O)[O-])n1CCN1C(=O)c2ccccc2C1=O
  -7	-10	-7	1	-1	-1	-1	9	-0.1	-9
> CCN(CC(=O)NCc1cccs1)C(=O)c1ccc(S(=O)(=O)Nc2ccccc2OC)cc1
  -13	-3	-6	2	1	-9	0	6	0.1	-6
> CCOC(=O)N(NC(=O)C(O)(C(C)C)C(C)C)c1ccccc1
  -15	4	.	-2	-3	4	-7	21	-1.4	-21
> CCn1nc(C)cc1C(=O)Sc1ccc(C)cc1
  -13	-4	1	-7	2	3	0	4	0.4	-4
> NS(=O)(=O)c1cccc(NC(=O)CCN2C(=O)C3CCCCC3C2=O)c1 (stereo not given)
  1	5	-6	-2	-4	1	-2	19	-0.1	-19
> CCc1ccccc1NC(=O)c1cccs1
  -2	-7	5	6	-2	.	0	3	0.7	-3
> N#Cc1c(NC(=O)CN2CCN(C(=O)c3ccco3)CC2)sc2c1CCCCC2
  -12	-11	1	2	9	-6	1	-83	-1.6	83*
> O=C(Oc1cccc(C(=S)N2CCOCC2)c1)c1cc([N+](=O)[O-])cc([N+](=O)[O-])c1
  11	1	8	0	-5	5	.	36	-1.1	-36
> CCCC(C(=O)NCC1CCCO1)N(Cc1ccccc1)C(=O)CNS(=O)(=O)c1ccccc1 (stereo not given)
  -3	-3	6	-1	-5	-10	-1	7	-2.0	-7
> O=C(c1ccc(CNS(=O)(=O)c2ccc(Br)cc2)cc1)N1CCCC1
  3	-7	?	-1	2	-8	0	-17	0.7	17
> COc1cccc(-c2cc(C(=O)NC3CCCC3)no2)c1
  -24	-6	3	0	3	54	.	-8	-3.9	8
> COC(=O)C1=C(C)N(CCc2c[nH]c3ccccc23)C(=O)C1
  -6	-4	-8	3	-1	20	-2	-5	-1.1	5
> Cc1ccc(NC(=O)COc2ccccc2C(=O)NCCc2ccccc2)cc1
  -8	0	-2	3	2	.	-2	-8	-1.7	8
> O=S(=O)(NCCc1ccccn1)c1cc(Cl)cc(Cl)c1O
  -8	0	-6	3	-4	4	-2	15	-1.0	-15
> C=CCn1c(SCc2c(C)noc2C)nc2sc3c(c2c1=O)CCC(C)C3 (stereo not given)
  2	-3	10	-1	-5	-12	.	-17	-2.6	17
> O=C(/C=C/c1ccccc1[N+](=O)[O-])NCc1ccc(Cl)cc1
  1	-3	.	5	-3	0	-6	16	-0.2	-16
> CCOC(=O)C(CCSC)NC(=O)CN (stereo not given)
  -4	1	-2	1	-2	-3	2	-1	0.6	1
> Cc1ccc(-n2c(-c3ccc(Cl)cc3)n[nH]c2=S)c(C)c1
  -13	0	8	0	-2	.	-2	15	2.5	-15
> CCN(CC)c1ccc(NC(=O)Cn2c(C(C)NC(=O)c3ccc(C)cc3)nc3ccccc32)cc1 (stereo not given)
  -9	-1	-23	.	5	-8	-2	-62	0.5	62
> Cc1ccc(C)c(OCCCC(C)(C)C(=O)O)c1
  5	6	7	-3	1	5	0	7	0.6	-5
> O=C(Nc1ccc(C(=O)N2CCCC2)cc1)C1CCCCC1
  -14	1	2	-1	2	28	1	21	-1.8	-21
> CSCc1ccc(C(=O)N2CCC(N3CCC(C(=O)NC(C)C)CC3)CC2)o1
  -1	-7	9	1	-5	8	-1	25	0.6	-25
> Cc1ccc(-n2c(SCc3cc(=O)n4ccsc4n3)nnc2-c2cccnc2)c(C)c1
  -8	-4	4	3	1	-6	-2	-3	-15	3
> COc1ccc(OCCCC(=O)Nc2ccc(S(=O)(=O)N3CCOCC3)cc2)cc1
  2	4	-5	-1	-5	1	0	12	0.1	-12
> CN(C)S(=O)(=O)c1cccc(C(=O)N=C2N=C3C=CC(Cl)=CN3Cc3ccccc32)c1
  4	-8	-7	-3	5	26	63*	2	0.9	-2
> Nc1c(C(=O)CSc2nnnn2-c2ccc(O)cc2)c(=O)[nH]c(=O)n1C1CC1
  -17	8	-5	-4	-3	4	1	-4	-0.3	4
> CCC(C)N(C(=O)Cn1nnc(-c2ccc(F)cc2)n1)C1CCS(=O)(=O)C1 (stereo not given)
  -5	-4	-6	0	-1	-6	0	2	-0.9	-2
> COc1ccc(N2CCN(c3nc(NCCO)nc(N4CCOCC4)n3)CC2)cc1
  2	-1	13	4	7	.	-4	-55	0.7	55
> Nc1ccc(-c2ccc(N)c(C(=O)O)c2)cc1C(=O)O
  -6	0	-3	1	0	8	6	25	0.7	-25
> Cc1ccc2cc3c(N)c4c(C)ccc(C)c4nc3nc2c1
  -9	29*	1	1	14	-15	.	12	-0.3	-12
> CC(C)CNC(=O)NC(=O)COc1c(F)c(F)cc(F)c1F
  -10	-3	3	4	-3	-3	0	17	0.4	-17
> O=C(NCCCN1CCOCC1)c1ccc2ccccc2c1
  -6	-7	-6	4	5	12	.	5	1.4	-5
> Cc1nnc(NC(=O)CCC(=O)NCc2cccs2)s1
  10	2	2	-1	2	.	.	-9	-2.0	9
> CC(C)NC(=S)NN=C1c2ccccc2-c2ccccc21
  12	-4	2	-2	5	-7	-2	-23	-0.2	23

Taken from above.
Result of CN(C)S(=O)(=O)c1cccc(C(=O)N=C2N=C3C=CC(Cl)=CN3Cc3ccccc32)c1 in dFosB act: -8
Result of O=S(=O)(Cc1ccc(Cl)cc1)c1ncc(CO)n1Cc1ccccc1 in PvdQ acylase: -5

Next entries follow:
Values run as follows: PvdQ acylase	dFosB act	Rtt109 HAT inh	HTR5A ag ctr	cardiac RTF act	MITF TRPM1 HTS	Wnt bcat act	SR-BI uptake up	CDK5 p35 inh	SR-BI DiI inh
> O=C(CN1C(=O)CSCC1=O)Nc1ccc2c(c1)OCO2
  -8	-12	.	5	-6	30	-1	14	-0.8	-14
> Cc1cc(N2CCOCC2)nc(-c2ccc(Br)cc2)n1
  6	-9	2	1	1	1	.	-2	-1.3	2
> COc1ccc(C(=O)NNC(=O)C(=O)NCc2ccccc2)cc1
  -2	-11	0	-4	10	-3	-1	20	-2.3	-20
> Cc1cc(N/N=C/c2ccc(O)cc2O)nc(-n2nc(C)cc2C)n1
  11	5	22	-8	-3	-58	.	-94	-2.1	94*
> COc1ccc(C(=O)N2CCN(c3ccccc3)CC2)cc1S(=O)(=O)N1CCCC1
  7	0	-1	5	0	8	19	.	1.6	30
> COc1ccc2cc(CN(C(=O)Nc3ccccc3)C3CCCC3)c(=O)[nH]c2c1
  -6	-6	9	-2	-1	-7	.	-11	0.9	11
> O=[N+]([O-])c1cc(-c2n[nH]c(-c3ccccc3)n2)cc([N+](=O)[O-])c1
  3	-7	19	1	5	-9	-1	-10	5.7	10
> COc1ccc(-c2sc3cc(OC)c(OC)cc3c2C#CCCO)cc1
  -13	-4	-19	2	3	21	-5	-61	0.9	61
> CCOC(=O)C1CCCN(C(=O)Cn2cnc3c2c(=O)n(C)c(=O)n3C)C1 (stereo not given)
  -13	4	.	.	2	.	.	-13	-1.1	13
> CCCCNc1ccccc1C(=O)OCC(=O)Nc1ccc(S(N)(=O)=O)cc1
  -9	4	-7	4	-4	5	.	-45	0.5	45
> COc1ccc(-c2cc(C(=O)Nc3sc4c(c3C#N)CCCC4)c3ccccc3n2)cc1
  25	-2	-3	0	-4	-15	-3	-53	-0.7	53
> CCN(CC)S(=O)(=O)c1ccc(NC(=O)Cn2c(=O)oc3ccccc32)cc1
  -9	4	0	3	1	.	4	-17	0.0	17
> FC(F)(F)c1ccccc1/C=N/n1c(COc2ccccc2)n[nH]c1=S
  -10	-7	-8	0	-7	-2	-2	-3	8.9	3
> CCN(CC)c1ccc(/C=N/Nc2nc(C)cc(=O)[nH]2)c(O)c1
  0	-3	-3	8	0	-41	-17	5	0.4	-5
> O=C(Oc1cccc(C(=S)N2CCOCC2)c1)c1ccc([N+](=O)[O-])cc1[N+](=O)[O-]
  -6	-7	7	9.4*	-3	-20	1	.	0.1	.
> Cc1cc(NC(=O)Cc2cccs2)nn1CC(=O)NCc1ccco1
  -12	-1	6	0	-1	2	-1	25	-1.2	-25
> CN(C(=O)COC(=O)CCC(=O)c1ccccc1)c1c(N)n(Cc2ccccc2)c(=O)[nH]c1=O
  2	-8	1	-4	-5	0	-1	-19	-5.7	19
> CN(C(=O)c1cc2c(s1)-c1ccccc1S(=O)(=O)C2)c1ccccc1F
  -1	-16	15	0	7	-8	11	.	-5.7	.
> CCOc1ccc(S(=O)(=O)N2CCC(C(=O)NCc3ccncc3)CC2)cc1C
  -10	-4	2	0	7	-27	-2	.	-0.5	.
> Cc1ccc(-c2nnc(N3CCOCC3)c3ccccc23)cc1S(=O)(=O)NCc1cccnc1
  -11	-6	-2	8	10	-6	-1	-31	-0.8	31

High-throughput results from PubChem.
